Tb MetRS inh: blocks T. brucei methionyl-tRNA synthetase activity. inhibition, % at 11.9 µM. 0.4% of 360,000 active. AID 624268. purified T. brucei MetRS, ATP depletion, Kinase-Glo luminescence;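 active = inhibition above a per-plate cutoff of the control wells' mean inhibition plus 3 SD, cut at about 5.5% in these data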;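 also: 0% = DMSO wells median and 100% = median of wells with control inhibitor compound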
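Assay system: T. brucei methionyl-tRNA synthetase, purified | Medium: HEPES buffer with MgCl2, KCl, DTT, spermine, BSA, pyrophosphatase | Compound: 11.9 µM single point | Incubation: 15 min enzyme-compound preincubation, 2 h reaction, 10 min detection, 25 °C | Measured by: Kinase-Glo luciferase luminescence reporting remaining unconsumed ATP | Measure: % inhibition normalized to control-well medians | Replication: Singlicate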
CendR NRP1 mod: alters CendR peptide binding to human NRP-1. FAM-RPARPAR peptide binding to NRP-1, fluorescence polarization. inhibition, % at 25 µM. 0.85% of 360,000 active. AID 602438;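 active = inhibition or corrected inhibition above about 18%, plus a signal ratio from 0.5 to 1.5, limit read from the data, passing the limit was not always enough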; also: strong numbers were not always called active
Target sequence (O14786 whole entry, looked up): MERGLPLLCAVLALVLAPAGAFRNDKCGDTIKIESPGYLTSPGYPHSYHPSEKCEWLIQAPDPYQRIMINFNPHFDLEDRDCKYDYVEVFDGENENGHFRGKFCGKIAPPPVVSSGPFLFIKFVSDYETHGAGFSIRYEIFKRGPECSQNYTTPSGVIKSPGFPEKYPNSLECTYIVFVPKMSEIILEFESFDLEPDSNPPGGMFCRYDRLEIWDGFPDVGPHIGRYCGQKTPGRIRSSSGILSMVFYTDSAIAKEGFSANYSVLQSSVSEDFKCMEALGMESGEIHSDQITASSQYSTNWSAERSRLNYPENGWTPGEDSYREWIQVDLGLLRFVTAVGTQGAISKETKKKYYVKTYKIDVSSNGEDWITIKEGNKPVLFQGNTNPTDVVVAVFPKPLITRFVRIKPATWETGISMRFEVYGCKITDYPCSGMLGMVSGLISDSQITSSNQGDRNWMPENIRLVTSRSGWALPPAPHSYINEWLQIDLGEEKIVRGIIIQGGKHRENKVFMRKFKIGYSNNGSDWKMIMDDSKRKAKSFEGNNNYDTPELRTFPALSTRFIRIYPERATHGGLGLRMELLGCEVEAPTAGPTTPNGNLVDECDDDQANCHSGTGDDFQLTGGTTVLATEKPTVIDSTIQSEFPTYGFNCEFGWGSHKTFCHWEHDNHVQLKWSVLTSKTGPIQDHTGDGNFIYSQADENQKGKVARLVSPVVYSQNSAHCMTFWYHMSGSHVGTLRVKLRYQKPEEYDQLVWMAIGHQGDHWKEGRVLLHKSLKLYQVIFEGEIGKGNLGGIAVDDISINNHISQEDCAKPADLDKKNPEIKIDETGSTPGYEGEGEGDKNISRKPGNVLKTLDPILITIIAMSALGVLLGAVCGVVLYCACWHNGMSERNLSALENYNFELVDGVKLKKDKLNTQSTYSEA
FAS-TE inh: blocks the thioesterase domain of human fatty acid synthase | recombinant FAS-TE, OMFH fluorogenic substrate, fluorescence endpoint | 0.67% of 360,000 active | inhibition, % at 15 µM | P49327;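 active = compounds whose normalised, plate-corrected inhibition of enzyme fluorescence in the single-dose primary screen is 50% or more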;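 also: 0% = DMSO with enzyme and 100% = substrate without enzyme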
MT1-MMP act inh: blocks activation of human MT1-MMP; HT1080 RFP-PRO-GFP cells, GFP/RFP ratio fluorescence, overnight; percent of plate control window, DMSO zero; AID 651647; 0.061% of 360,000 active; GFP/RFP ratio change, % at 20 µM; P50281;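 active = GFP/RFP ratio change of at least 30% with cell ATP level not reduced by more than half and red fluorescence within 50% of control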; also: strong numbers were not always called active
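Material – HT1080 RFP-PRO-GFP cells · Control set – DMSO wells and RFP-L50D-GFP cells · Incubation – overnight cell settling, then overnight compound exposure, 37 °C, 5% CO2 · Compound dosing – single-point 20 µM compound, 1% DMSO · Read-out – GFP/RFP fluorescence ratio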
MsrA inhibitor: inhibitors of bovine MsrA. 0.75% of 360,000 active. AID 651718. inhibition, % at 15.5 µM. purified bovine MsrA, absorbance read-out; in the data active = inhibition above about 4.5%;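 also: 0% = vehicle wells with enzyme and 100% = reference inhibitor wells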
PABP1 MLLE inh: inhibitors of microRNA-mediated deadenylation, human PABP1 MLLE binding; AID 588489; inhibition, % at 20 µM; GST-MLLE / FITC-PAM2 fluorescence polarization; 0.36% of 360,000 active; P11940; in the data active = inhibition above about 35%, passing the limit was not always enough;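 also: plate controls were DMSO wells with GST-MLLE for no effect and wells lacking GST-MLLE protein for full effect; some results filed as inactive read as strong as hits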
E coli Lon inh: inhibitors of E. coli Lon protease. P0A9M0. purified E. coli Lon protease, fluorescence polarization. inhibition, % at 7.94 µM. 0.42% of 360,000 active; in the data active = inhibition above about 13%, passing the limit was not always enough;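 also: 0% = enzyme with probe and DMSO and 100% = no enzyme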
bovine MsrA act: bovine methionine sulfoxide reductase A activation | purified bovine MsrA, absorbance read-out | activation, % at 10.6 µM | 0.3% of 360,000 active; in the data active = activation above about 7.5%;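 also: 0% = vehicle and 100% = reference activator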
SKN-1 inh: C. elegans SKN-1 inhibition. C. elegans VP596 Pgst-4::GFP/RFP ratio, acrylamide-induced, 24 h. AID 624304. inhibition, % at 21.8 µM. 0.49% of 360,000 active;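 active = interference check ratio from 0.5 to 1.5 plus GFP to RFP signal ratio inhibition reaching or exceeding a fixed threshold, cut at about 30% in these data, passing the limit was not always enough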; also: some compounds called inactive have numbers as strong as hits
The depositor's hits bear a star; . = not tested or not shown.

1) CC(NC(=O)CCCc1nnc2n(C)c(=O)c3sccc3n12)c1ccccc1 (stereo not given)
2) COc1ccccc1C(=O)N1CCN(Cc2cccnc2)CC1
3) CCN(CC)S(=O)(=O)c1cc(NC(=O)Cc2ccsc2)ccc1C
4) Cc1cn([C@H]2C[C@H](O)[C@@H](CNCc3cnc(N4CCOCC4)s3)O2)c(=O)[nH]c1=O
5) O=S(=O)(c1cccc(-c2nc3ccccc3s2)c1)N1CCCC1
6) c1cncc(-c2csc(NCc3ccco3)n2)c1
7) COc1ccccc1CNC(=O)Cc1cc(=O)[nH]c(=O)[nH]1
8) O=C(c1cccc2ccccc12)C1CCCN(C(=O)c2ccc(N3CCOCC3)cc2)C1 (stereo not given)

assay / compound	1	2	3	4	5	6	7	8
Tb MetRS inh	-0.7	-0.1	0.0	0.9	-0.9	-0.4	-0.3	-1.2
CendR NRP1 mod	2.7	-1.6	1.0	-0.7	15.3	1.9	-16.3	8.2
FAS-TE inh	-3.5	-2.5	-0.4	-6.9	31.9	-3.2	-4.7	2.3
MT1-MMP act inh	0.8	-0.3	1.5	-0.2	-5.6	-6.7	1.3	-3.7
MsrA inhibitor	-0.9	-0.2	-0.4	0.1	0.6	-0.8	-0.6	-1.3
PABP1 MLLE inh	2.1	5.1	-8.8	-5.3	4.0	-5.1	-12.7	6.7
E coli Lon inh	0.5	-0.4	1.4	-1.9	-5.1	-9.3	-5.4	-3.5
bovine MsrA act	-6.3	-2.9	-1.4	-1.0	-2.8	-2.7	0.3	-1.0
SKN-1 inh	1.8	7.7	20.6	-2.2	-9.5	-3.2	8.9	1.3

9) CCOP(=O)(O)c1ccccc1OCCOCCOc1ccccc1P(=O)(O)OCC
10) COc1ccc(CNC(=O)N2CCN(S(=O)(=O)c3ccc(C)cc3C)CC2)cc1
11) O=C(NCc1ccccc1)C1CC(=O)N(C2CCCCC2)C1 (stereo not given)
12) Cc1nc(C(F)(F)F)ccc1C(=O)N1CCC1(C)C(=O)NS(=O)(=O)c1c(C)noc1C (stereo not given)
13) COc1cc(NS(=O)(=O)c2ccc(N/C=C(\C=O)c3nc4cc(Cl)ccc4o3)cc2)nc(OC)n1
14) COc1ccccc1-c1noc2ncnc(Nc3ccc4c(c3)OCO4)c12
15) Cc1ccc(NS(=O)(=O)c2cccs2)c(C)c1
16) S=C(NCC1CCCO1)c1ccc(Br)cc1 (stereo not given)

assay / compound	9	10	11	12	13	14	15	16
Tb MetRS inh	-0.8	0.0	0.2	-0.2	0.3	-0.3	1.8	-0.7
CendR NRP1 mod	10.2	6.0	8.9	0.5	-70.0	14.5	1.5	0.4
FAS-TE inh	-8.6	-0.3	-0.3	-5.7	-6.8	-0.3	-3.2	0.1
MT1-MMP act inh	1.5	5.8	-11.9	1.1	-51.3	-1.7	1.8	1.6
MsrA inhibitor	-0.5	-0.7	0.3	-0.7	0.6	0.3	-1.3	-0.4
PABP1 MLLE inh	0.3	-8.3	10.9	-6.2	-3.0	-4.5	12.3	27.7
E coli Lon inh	5.7	-9.2	-9.4	-0.3	-3.1	-4.0	0.6	6.4
bovine MsrA act	-2.7	-2.2	-2.2	-3.0	-2.1	-3.2	-1.9	-2.9
SKN-1 inh	2.3	6.6	25.1	-5.8	8.0	0.1	-2.2	-10.2

Reprinted at random: 6 compounds from above.
14) COc1ccccc1-c1noc2ncnc(Nc3ccc4c(c3)OCO4)c12
13) COc1cc(NS(=O)(=O)c2ccc(N/C=C(\C=O)c3nc4cc(Cl)ccc4o3)cc2)nc(OC)n1
5) O=S(=O)(c1cccc(-c2nc3ccccc3s2)c1)N1CCCC1
10) COc1ccc(CNC(=O)N2CCN(S(=O)(=O)c3ccc(C)cc3C)CC2)cc1
9) CCOP(=O)(O)c1ccccc1OCCOCCOc1ccccc1P(=O)(O)OCC
7) COc1ccccc1CNC(=O)Cc1cc(=O)[nH]c(=O)[nH]1

assay / compound	14	13	5	10	9	7
Tb MetRS inh	-0.3	0.3	-0.9	0.0	-0.8	-0.3
CendR NRP1 mod	14.5	-70.0	15.3	6.0	10.2	-16.3
FAS-TE inh	-0.3	-6.8	31.9	-0.3	-8.6	-4.7
MT1-MMP act inh	-1.7	-51.3	-5.6	5.8	1.5	1.3
MsrA inhibitor	0.3	0.6	0.6	-0.7	-0.5	-0.6
PABP1 MLLE inh	-4.5	-3.0	4.0	-8.3	0.3	-12.7
E coli Lon inh	-4.0	-3.1	-5.1	-9.2	5.7	-5.4
bovine MsrA act	-3.2	-2.1	-2.8	-2.2	-2.7	0.3
SKN-1 inh	0.1	8.0	-9.5	6.6	2.3	8.9

Further compounds.
17) O=C(CSc1nnc(-c2ccc([N+](=O)[O-])cc2)o1)Nc1ccccn1
18) Cc1cccc(C(=O)NNC(=O)c2ccc(Br)cc2)c1
19) CCN(CC(=O)NCc1cccs1)C(=O)c1ccc(S(=O)(=O)N(CC)c2ccccc2)cc1
20) CCOc1cc(C(=O)NCc2ccco2)cc(OCC)c1OCC
21) COc1ccc(S(=O)(=O)NC(C)c2ccc3c(c2)OCCO3)cc1 (stereo not given)
22) CC(=O)Nc1ccc(S(=O)(=O)N(C)c2ccc(O)cc2)cc1
23) CC1(C(=O)NS(=O)(=O)c2cccs2)CCN1C(=O)Cc1ccccc1 (stereo not given)
24) COc1ccccc1N1CCN(C(=O)CCc2nnc3ccc(N4CCCC4)nn23)CC1

assay / compound	17	18	19	20	21	22	23	24
Tb MetRS inh	0.2	0.0	-0.2	-1.9	0.2	-0.5	-0.4	-0.4
CendR NRP1 mod	4.0	2.1	14.1	11.0	-0.9	-6.7	10.5	4.2
FAS-TE inh	6.4	-1.2	-2.8	-1.9	-3.9	-3.5	-7.4	-3.4
MT1-MMP act inh	3.0	3.7	6.9	.	-1.2	-4.5	-1.2	-0.8
MsrA inhibitor	1.0	1.3	-0.5	-0.1	-1.4	-1.1	-0.1	-0.3
PABP1 MLLE inh	-81.4	-13.0	21.1	-5.2	-1.4	-3.5	2.7	4.3
E coli Lon inh	1.3	1.4	-11.2	-0.1	1.6	-1.0	-5.6	-6.2
bovine MsrA act	-3.1	-3.0	-3.4	-2.3	-2.7	-0.7	-8.1	-0.4
SKN-1 inh	-2.8	-3.3	-13.5	18.6	-7.2	12.4	10.6	5.7

25) CCOc1ccc(C(=O)NCC(=O)N2CCCC2)cc1
26) COc1ccc(C)cc1NC(=O)C1CCCCN1S(=O)(=O)c1ccccc1 (stereo not given)
27) CC(C)c1ccc(C(=O)NCc2ccc(Cl)cc2)cc1
28) Cc1nc(SCCOc2ccccc2)[nH]c(=O)c1Cc1ccccc1
29) CN1CCN(C(=O)C2=C[C@@H](C3CC3)C[C@@H](OCc3ccc(CO)cc3)O2)CC1
30) O=C1CC(SCCc2nc3ccccc3[nH]2)C(=O)N1c1ccc(F)c(Cl)c1 (stereo not given)
31) CC(=O)NC12CC3CC(C1)CC(C(=O)OCC(=O)Nc1ncc(Cl)cc1Cl)(C3)C2
32) COc1ccc(C(CNC(=O)COc2ccccc2C#N)N2CCOCC2)cc1 (stereo not given)

assay / compound	25	26	27	28	29	30	31	32
Tb MetRS inh	0.4	-0.2	0.4	-1.8	-0.3	32.5*	-0.5	-0.7
CendR NRP1 mod	-3.2	-5.0	-3.4	-7.2	11.1	-16.7	-11.2	8.8
FAS-TE inh	-3.5	25.5	23.1	-2.0	-11.6	8.6	-7.3	-4.5
MT1-MMP act inh	2.5	-3.0	0.2	2.5	2.8	3.3	-2.0	-0.8
MsrA inhibitor	1.9	-0.1	-0.9	-1.0	0.9	-0.4	0.5	1.1
PABP1 MLLE inh	-0.8	-5.6	14.7	-0.6	-5.8	31.2	-12.3	4.6
E coli Lon inh	-8.3	-11.0	3.8	-2.8	-0.9	0.0	-4.1	-6.5
bovine MsrA act	-2.9	-1.6	-4.1	-2.0	0.4	-0.7	-2.7	-0.8
SKN-1 inh	-16.6	4.9	13.2	-0.2	4.8	-6.1	-6.9	6.9

33) CC(C)CNC1CS(=O)(=O)CC1O (stereo not given)
34) COc1ccc(C(=O)NCCc2ccccc2)cc1[N+](=O)[O-]
35) C=CCNC(=O)C12CCC(C)(C(=O)C1Br)C2(C)C (stereo not given)
36) CCCCNC(=O)CSc1nc2ccc(C)cc2[nH]1
37) COC(=O)c1ccc(Cn2cc(C(F)(F)F)cc([N+](=O)[O-])c2=O)cc1
38) COCCN(C(=O)CSc1nnc(-c2cccc(Cl)c2)n1N)c1c(N)n(CC(C)C)c(=O)[nH]c1=O
39) CC(C)C(=O)NNc1ccc(C(F)(F)F)cn1
40) Cc1cc(NC(=O)CC2(CC(=O)O)CCCC2)n(C)n1

assay / compound	33	34	35	36	37	38	39	40
Tb MetRS inh	-0.8	0.4	-0.3	1.3	-0.5	-0.4	0.1	-0.2
CendR NRP1 mod	2.9	-6.7	-7.3	34.7*	1.1	15.6	0.5	-2.3
FAS-TE inh	-10.5	12.5	-14.2	-5.0	5.5	-0.8	-4.9	-2.4
MT1-MMP act inh	-0.7	2.3	0.4	-1.5	-1.2	-2.1	1.2	3.4
MsrA inhibitor	-0.6	1.0	0.1	-0.9	1.6	0.6	0.8	0.1
PABP1 MLLE inh	10.9	-0.6	7.6	-3.5	18.8	-8.3	2.0	-0.8
E coli Lon inh	2.1	-6.6	-11.1	-7.9	0.6	-11.7	5.7	-1.2
bovine MsrA act	-7.9	-2.9	-0.8	-2.9	-2.4	-5.4	-5.9	1.9
SKN-1 inh	-9.4	-14.1	-9.0	4.9	4.9	33.2	-5.3	-23.7

41) CCC(=O)N(CC(=O)Nc1sc(C)c(C)c1C(N)=O)C1CCCCC1
42) Fc1cccc(Cl)c1CNc1ccc(N2CCCC2)cc1
43) Cc1nc(SC(C(=O)c2ccccc2)c2ccccc2)n[nH]1 (stereo not given)
44) CCN(CC(=O)NC1CCS(=O)(=O)C1)S(=O)(=O)c1cc([N+](=O)[O-])ccc1C (stereo not given)
45) CCC(C)NC(=O)C1CCCN(S(=O)(=O)c2ccc(-n3cnnn3)cc2)C1 (stereo not given)
46) COc1cc(OC)c(C2=NOC(C(=O)N3CCc4ccccc4C3)C2)cc1Cl (stereo not given)
47) COc1ccccc1CNC(=O)CCC(=O)Nc1nnc(C)s1
48) CC(C)Cn1c(SCC(=O)N2CCc3ccccc3C2)nc2cc(Cl)ccc2c1=O

assay / compound	41	42	43	44	45	46	47	48
Tb MetRS inh	-0.4	0.4	0.7	-0.4	-0.4	0.0	-0.6	-0.5
CendR NRP1 mod	7.3	5.8	7.5	1.9	3.2	-6.6	2.3	1.2
FAS-TE inh	-6.1	7.2	-6.7	-1.9	-6.2	79.9*	-3.6	12.4
MT1-MMP act inh	2.2	5.3	6.4	2.3	6.0	3.4	6.9	-4.7
MsrA inhibitor	0.4	-0.9	0.0	-0.3	-0.4	0.6	-0.7	1.0
PABP1 MLLE inh	-4.1	-14.2	9.7	33.6	0.5	-8.4	-0.6	-6.4
E coli Lon inh	0.9	-0.2	-1.7	-4.5	13.3	11.0	3.1	-11.3
bovine MsrA act	-2.4	-3.3	0.7	-2.9	-2.5	2.0	-1.1	-0.9
SKN-1 inh	1.8	4.9	15.6	2.8	-12.2	-3.9	9.5	11.7
